# Screens: PubChem, National Center for Advancing Translational Sciences (NCATS)
# Imprint erasure = qHTS Assay for Compounds that Induce Erasure of Genomic Imprints; mouse ES Peg3-LacZ reporter, beta-gal luminescence, 40 h; Potency, µM (highest dose often 60.7 µM), inactives show at the top dose activity change, positive = activation, usual class: activators; 0.02% of 110,000 active; AID 1948, 2009; active means well fitted activation curve with a large enough effect;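 further: 0% = negative control wells on the plate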
#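 Each well holds 300 Peg3LacZ-Neo (maternal) female ES cells incubated 40 h at 37C, 5% CO2. LacZ is measured by BetaGlo luminescence, with AC50 and maximum efficacy derived from dose-response curves.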
# The depositor's hits bear a star; & = joins results of further samples; [ ] = another dose, or the depositor's remark. Potency means the concentration at half of the fitted maximal effect. This is a subset. The share of hits here may be higher or lower than overall.
# Start of the listing, in advance, two compounds:
no.	mol	Imprint erasure
1	CC(Cc1ccc(OCC(=O)O)cc1)NCC(O)c1cccc(Cl)c1 (configuration not stated)	-4.8%
2	COCCCOc1ccnc(CS(=O)c2nc3ccccc3[nH]2)c1C (configuration not stated)	-43.0%[inhibitor]

# All compounds of this part, from the first entry:
no.	mol	Imprint erasure
1	CC(Cc1ccc(OCC(=O)O)cc1)NCC(O)c1cccc(Cl)c1 (configuration not stated)	-4.8%
2	COCCCOc1ccnc(CS(=O)c2nc3ccccc3[nH]2)c1C (configuration not stated)	-43.0%[inhibitor]
3	CO[C@H]1CC=C2CCN3CCC4=C(CC(=O)OC4)[C@]23C1	-10.9%&-0.5%
4	Nc1ncnc2c1ncn2[C@@H]1O[C@@H]2CO[P@](=O)(S)O[C@H]2[C@H]1O	6.1%
5	NCC(O)c1cc(O)c(O)cc1F (configuration not stated)	-15.3%
6	CC(C)c1cc2c(c(O)c1O)[C@@]1(C(=O)O)CCCC(C)(C)[C@@H]1CC2	-9.4%
7	COc1ccc2c3c1O[C@H]1C(=O)CC[C@H]4[C@@H](C2)N(C)CC[C@]314	-13.4%
8	NNc1ccccc1	3.3%
9	COc1ccc(CNC(=O)/C=C/c2ccc3[nH]cc(CCN(C)C)c3c2)cc1	-19.4%
10	CCCCC/C=C\C/C=C\C/C=C\C/C=C\CCCCOC(CO)CO	-24.3%

# Pulled by compound from the entries so far (three):
no.	mol	Imprint erasure
2	COCCCOc1ccnc(CS(=O)c2nc3ccccc3[nH]2)c1C (configuration not stated)	-43.0%[inhibitor]
10	CCCCC/C=C\C/C=C\C/C=C\C/C=C\CCCCOC(CO)CO	-24.3%
5	NCC(O)c1cc(O)c(O)cc1F (configuration not stated)	-15.3%
